Pf Dd2 inh: blocks in vitro growth of P. falciparum Dd2; P. falciparum Dd2 growth, SYBR Green, 72 h; Potency, µM (titrated, usually from 28.9 µM), without a hit: at the top dose activity, negative = inhibition, usual class: inhibitors; 4.3% of 120,000 active; AID 1347417; active means well fitted inhibition curve with a large enough effect; inconclusive means small, poorly fitted or top-dose-only effect; inactive means no such curve, though single readings can be large or run the other way;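 further: plate controls were DMSO vehicle for no effect and reference drug for full effect; nearly all actives have a fitted effect of over 65% in size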
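Infected erythrocytes (Dd2, 0.3% parasitemia, 2.5% hematocrit final) are added to compound in RPMI-1640/Albumax II medium, grown 72 h at 37C in low oxygen, then lysed with saponin/Triton-X containing SYBR Green and read by fluorescence.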
The depositor's hits bear a star; i = inactive; u = inconclusive; [ ] = another dose, or the depositor's remark. Potency means the concentration at half of the fitted maximal effect.

SMILES	Pf Dd2 inh
CC(=O)Nc1ccccc1-c1nccc2c(=O)cc(N(C)c3ccccc3)oc12	-17%[44.1 µM]
CS(=O)(=O)c1ccc(-c2nc(C(=O)NCc3cccnc3)n3ccncc23)cc1	u
NCC(=O)N1CCC2(CC1)C(=O)NCN2C(=O)c1ccc(Cl)cc1	i
O=C([C@H]1C[C@@H](F)CN1S(=O)(=O)c1ccc(C(F)(F)F)cc1)N1CCOCC1	i
Cn1c(=O)c2c(c3ccccc31)OC(=O)CC2c1cccc(Cl)c1 (stereo unspecified)	23%
CS(=O)(=O)c1ccc(O[C@H]2COCCN(Cc3cccnc3)C2)cc1	3%[44.1 µM]
CN(Cc1ccccc1)C(=O)C[C@@H]1c2nc(NC(=O)C(C)(C)C)sc2C[C@@H]2[C@](C)(CO)[C@H](O)CC[C@]21C	u
CCOC(=O)c1c(NC(=O)c2cc3ccccc3c(=O)o2)sc2c1CCC(C(C)(C)C)C2 (stereo unspecified)	28%
O=C(c1cccc(OC(F)(F)F)c1)N1CCCC1c1nncn1Cc1ccncc1 (stereo unspecified)	-1%
CCN(CC)C(=O)c1cc2c(s1)CCC(C(=O)N1CCN(c3ccccn3)CC1)C2 (stereo unspecified)	i
COC(=O)c1ccc(OC)c(Cn2c(=O)n(-c3cccc(Cl)c3)c(=O)c3c2c2cc(C)ccc2n3C)c1	-8%
CN(C(=O)CC(=O)Nc1ccc2nc3n(c(=O)c2c1)CCCCC3)c1ccccc1F	i
COc1cccc(CNC(=O)c2nnc(Cc3ccc(Cl)cc3)o2)c1	16%
CCCC(C)N1CC2(CCN(C(=O)c3cnn4c3CCCC4)CC2)OC1=O (stereo unspecified)	10%
O=C(NC1CCCN(c2cc(N3CCCC3)ncn2)C1)c1ccsc1 (stereo unspecified)	-14%[5.79 µM]
CCOC(=O)C1=C(CN2CCC(C)CC2)NC(=O)NC1c1ccc(OC(C)C)cc1 (stereo unspecified)	-19%
Cc1cc(C)cc(Nc2cc(C(=O)NC3CCCCC3)c3ccccc3n2)c1	i
Cc1cccc(N2CCN(C(=O)C3N(C(C)C)C(=O)C34CCCCC4)CC2)c1 (stereo unspecified)	u
COc1cccc(CNC(=O)Cn2c(=O)ccc3cc(S(=O)(=O)N4CCC(C)CC4)ccc32)c1	5%
Cc1ncccc1OC1(C(=O)O)CCN(C(=O)Cc2ccn(C)c2)CC1	3%
COc1cccc(CNC(=O)NC2CCc3n[nH]c(=O)n3CC2)c1 (stereo unspecified)	41%[activator]
COc1ccc(N2CCN(c3oc(/C=C/c4cccc(OC)c4)nc3C#N)CC2)cc1	25%
Cc1nc2cccnc2n1CC1CCCN(S(=O)(=O)c2cccc(F)c2)C1 (stereo unspecified)	-6%
COc1ccccc1N1CCN(C(=O)Cn2ncc3c(=O)oc4ccccc4c32)CC1	21%
O=C1c2ccccc2CN1C1CCN(Cc2ccc(C(F)(F)F)cc2)CC1	-17%
Cc1ccc(C(=O)N(C)Cc2cccc(C(F)(F)F)c2)cc1	u
CCOC(=O)c1cc(-c2ccccc2)n(CCC(=O)Nc2ccc(Cl)c(C(F)(F)F)c2)c1C	2.8µM*
NC(=O)[C@@H](Cc1ccccc1)NC(=O)[C@@H]1[C@@H](NC(=O)Nc2ccc(F)cc2F)CCN1C(=O)c1cnccn1	i
Cc1ccc(/C=C/c2onc(C)c2S(=O)(=O)N2CCC(C(=O)N3CCC(N(C)C(C)C)CC3)CC2)cc1	10µM*
O=C1c2cnc(-c3ccncc3)nc2OCCN1Cc1ccc(F)cc1F	-28%[44.1 µM]
CCN(CC(C)(C)C)C(=O)CC1COc2ccc(C(=O)N(C)C)cc2N1C (stereo unspecified)	-13%
Cc1cccc(NC(=O)CSc2nc(C3CCCC3)nc3c2c(=O)n(C)c(=O)n3C)c1C	17%
CCCc1cc(N2CCC(NCc3cc(F)c(F)c(F)c3)CC2)nc(C)n1	u
CCOc1ccc(-c2nc(SCC(=O)Nc3cc(F)ccc3F)n3[nH]c(=O)cc3n2)cc1	u
COCCNC(=O)c1c[nH]c2ccc(S(=O)(=O)Nc3ccc(F)cc3F)cc2c1=O	-17%
NC1(C(=O)N2CCC(c3nnc(Cn4ccnc4)n3C3CC3)CC2)CC1	9%
Cc1ccncc1-c1c(C)nn2c1N(Cc1cccc(O)c1)CCC2	i
COc1cc(OC)cc(-c2cc3nc(C)c(CCC(=O)NCc4ccc(Cl)cc4)c(C)n3n2)c1	u
CN(Cc1ccc2nsnc2c1)Cc1cc2n(n1)CCCNC2	5%
CCC12CN3CC(CC)(CN(C1)C3c1cc(Br)ccc1OC)C2=O (stereo unspecified)	8%
C[C@@H](NC(=O)C1=C[C@@H](NS(=O)(=O)c2cccs2)[C@@H](O)[C@H](O)C1)C(N)=O	0%[44.1 µM]
Cc1ccc(CC(=O)N2[C@@H]3CC[C@H]2CC(NC(=O)c2ccncc2)C3)cc1 (stereo partly specified)	i
O=C(Nc1ccccc1)N1Cc2[nH]cnc2C[C@H]1c1nc(-c2ccc(Cl)cc2)no1	i
CCN1CCCCC12Cc1ccccc1CN(C(=O)CCC(=O)O)C2 (stereo unspecified)	-19%
COc1ccc(CN2C(=O)COC[C@H]2C(=O)N2CCC(Cc3ccccc3)CC2)cc1	-4%
Cn1nccc1C(=O)N1CCN(C(=O)N2CC3CC(C2)[C@H]2CCCC(=O)N2C3)CC1 (stereo partly specified)	-2%
CCc1ccc(N(CC)C(=O)c2cn(C)c(=O)c3cc(OC)c(OC)cc23)cc1	i
CN1C[C@H](O)C[C@H]1c1nnc2n1CCN(C(=O)CN1CCCCCC1)CC2	19%
Cc1cnc(C(=O)N2CCC(N3C(=O)C4(CCCCC4)C3c3ccccc3)CC2)cn1 (stereo unspecified)	i
CO[C@@H]1COCC[C@H]1NC(=O)c1ccc(SCCO)cc1	1%
Cc1nc(C)c(-c2ccc(SCC(=O)Nc3ccccc3F)nn2)s1	-12%
O=C(NCCc1noc(C2CC2)n1)Nc1cccc(C(F)(F)F)c1	i
O=C(NCc1cccc(F)c1)c1nc2c(o1)CCN(Cc1ccc3[nH]ccc3c1)CC2	u
CCC(=O)N[C@@H]1CN(Cc2ccccc2)C[C@H]1CN(C)C	-10%
CCN1C(=O)CCN(C(=O)c2ccc(OC)nc2OC)CC12CCOCC2	7%
Cc1nccn1CC(=O)N1CCCC(c2ccc(C(=O)O)cc2)C1 (stereo unspecified)	17%
N#Cc1ccc(NS(=O)(=O)c2ccc(-c3cnc(C4CC4)o3)cc2)cc1	i
CCCCNc1nc2c(S(=O)(=O)c3ccc(Br)cc3)nnn2c2ccsc12	-16%
COc1ccc(OC)c(NC(=O)C2CCN(S(=O)(=O)c3ccc4c(c3)CCCC(=O)N4)CC2)c1	u
COc1ccc(-n2c(SCC(=O)c3ccc(Cl)cc3)nc3c([nH]c4ccccc43)c2=O)cc1	34%[activator]
(list continues)
SMILES	Pf Dd2 inh
Cc1ccc(NC(=O)CCS(=O)(=O)c2cccc3nonc23)cc1Cl	u
COCCNC(=O)[C@H]1C[C@H](Oc2ccccc2)CN1Cc1cn(C)c2ccccc12	u
Cc1noc([C@@H]2CN(S(=O)(=O)c3cccs3)C[C@H]2C(N)=O)n1	13%
CCN(c1cc(C)cc(C)c1)S(=O)(=O)c1nnc(NC(=O)c2ccco2)s1	-18%
O=C(c1ccccc1F)N1CC2(C1)C(=O)Nc1ccccc12	5%[44.1 µM]
O=C(Cn1cc(C(=O)c2ccco2)c2ccccc21)Nc1ccccc1	u
COc1ccc(NC(=O)N2CCCC(Cn3cnc4cccnc43)C2)cc1F (stereo unspecified)	-16%
Cc1nc(CNC(=O)c2cn(CCC3CCCCN3)nn2)cc(=O)[nH]1 (stereo unspecified)	7%
COc1cccc(C(=O)Nc2ccccc2C(=O)OCc2cc(=O)n3nc(C4CC4)sc3n2)c1	4%
O=C(Cn1c(=O)oc2cc(S(=O)(=O)NCc3ccccc3)ccc21)Nc1ccc(F)c(Cl)c1	i
CC(=O)Nc1ccc(CC(=O)N2CCc3c(nc4cc(-c5ccccc5Cl)[nH]n4c3=O)C2)cc1	u
CC(C)CCN1CCC(O)(c2csc(CN3CCN(C)CC3)n2)CC1	u
Cc1coc2cc3oc(=O)c(CC(=O)NCCc4ccccc4F)c(C)c3cc12	-10%
O=C1CCCN1CC(=O)N1CC(Oc2ccccc2-c2nc(C3CC3)no2)C1	-20%
Cc1ccc(C(=O)N2CCC3(C2)NC(=O)c2ccccc2O3)cc1 (stereo unspecified)	i

Laid out differently: results already given.
molecule,Pf Dd2 inh
Cc1nc(CNC(=O)c2cn(CCC3CCCCN3)nn2)cc(=O)[nH]1 (stereo unspecified),7%
COc1cccc(C(=O)Nc2ccccc2C(=O)OCc2cc(=O)n3nc(C4CC4)sc3n2)c1,4%
O=C(Cn1c(=O)oc2cc(S(=O)(=O)NCc3ccccc3)ccc21)Nc1ccc(F)c(Cl)c1,i
CC(=O)Nc1ccc(CC(=O)N2CCc3c(nc4cc(-c5ccccc5Cl)[nH]n4c3=O)C2)cc1,u

(cont.)
SMILES	Pf Dd2 inh
Cc1cc2cc(-c3c(C)noc3C)nc(N3CCN(c4ccccn4)CC3)c2o1	-23%[44.1 µM]
CCC(C)(C)C(=O)N1C[C@@H](CO)[C@H](c2nc(C)no2)C1	36%[activator]
CC(C)CNC(=O)c1nc(-c2ccc(Cl)cc2)c2cnccn12	u
COc1ccnc(N2CC[C@H](c3nnc(-c4ccc(N(C)C)cc4)o3)C2)n1	i
CCOc1ccc(NC(=O)N2CCc3cc(OC)c(OC)cc3C2CNC(C)=O)cc1 (stereo unspecified)	i
CCc1ccc(CNC(=O)C2CCN(c3cc(C(F)(F)F)ncn3)CC2)cc1	24%
COc1ccccc1N1CCN(C(=O)[C@H]2CN3CCC2C[C@@H]3Cn2cc(C(C)(C)O)nn2)CC1 (stereo partly specified)	i
CNC(=O)N1CCC(Oc2ccccc2-c2nc(C3CC3)no2)C1 (stereo unspecified)	18%
Cc1nc(CN2CC3(CCN(C)C3)c3cc(C(=O)Nc4ccccc4)ccc32)cs1 (stereo unspecified)	-10%[44.1 µM]
O=C(c1ccc(C(F)(F)F)cc1)N1CCn2c(nn(-c3cccc(Cl)c3)c2=O)C1	-13%
Cc1ccc(C)c(CNC(=O)CCc2conc2-c2cccc(F)c2)c1	-1%
Cc1noc(-c2ccc(N3CCCCC3C)c([N+](=O)[O-])c2)n1 (stereo unspecified)	-8%
CC(C)NC(=O)c1cnc2sc(N3CCCCCC3)nn2c1=O	i
O=C(N[C@@H]1CN(C(=O)COc2ccc(F)cc2)CC[C@@H]1CO)C1CC1	16%
COC[C@@H]1CN(C(=O)c2ccoc2)C[C@H]1c1ccccn1	-7%

Molecules from the list above containing a thiophene ring, fused or not (six):
SMILES	Pf Dd2 inh
CCOC(=O)c1c(NC(=O)c2cc3ccccc3c(=O)o2)sc2c1CCC(C(C)(C)C)C2 (stereo unspecified)	28%
CCN(CC)C(=O)c1cc2c(s1)CCC(C(=O)N1CCN(c3ccccn3)CC1)C2 (stereo unspecified)	i
O=C(NC1CCCN(c2cc(N3CCCC3)ncn2)C1)c1ccsc1 (stereo unspecified)	-14%[5.79 µM]
C[C@@H](NC(=O)C1=C[C@@H](NS(=O)(=O)c2cccs2)[C@@H](O)[C@H](O)C1)C(N)=O	0%[44.1 µM]
CCCCNc1nc2c(S(=O)(=O)c3ccc(Br)cc3)nnn2c2ccsc12	-16%
Cc1noc([C@@H]2CN(S(=O)(=O)c3cccs3)C[C@H]2C(N)=O)n1	13%

2 of the compounds above, as a markdown table.
| SMILES | Pf Dd2 inh |
| --- | --- |
| CC(C)CNC(=O)c1nc(-c2ccc(Cl)cc2)c2cnccn12 | u |
| COc1ccnc(N2CC[C@H](c3nnc(-c4ccc(N(C)C)cc4)o3)C2)n1 | i |

Next part.
SMILES	Pf Dd2 inh
Fc1ccc(Cc2nc3nccc(-c4cc5ccccc5o4)n3n2)cc1	7%
Cc1cccn2cc(-c3cccc(NC(=O)C(C)C)c3)nc12	-6%
Cc1noc(C)c1CCC(=O)NC1CCc2nn(CC3CC3)c(=O)n2CC1 (stereo unspecified)	u
CC(=O)N1c2ccccc2CC1C(=O)N1CCN(c2cc(Cl)ccc2C)CC1 (stereo unspecified)	i
Cc1ccc(NC(=O)Cn2c(=O)n(-c3ccc(F)cc3)c(=O)c3c2cc(C)n3C)c(C)c1	i
CCCCN(C)CCCNC(=O)CN1C(=O)COc2ccc(S(=O)(=O)N3CCOCC3)cc21	29%
CCN(CC)C(=O)CCc1ccc2c(c1)CN(C(=O)NC(C)C)CCO2	-5%
COc1ccc(-n2c(Cc3ccccc3)nnc2SCc2nc(-c3ccccc3C)no2)cc1	-6%
CC(C)Cc1nc2nccc(-c3ccc4c(c3)OCCCO4)n2n1	-16%
CCOc1ccccc1C(=O)NCc1nnc2ccc(-c3ccccc3)nn12	-28%
CN1CC(=O)N(C2CCCNC2)Cc2c(NCCCN3CCCCC3)ncnc21 (stereo unspecified)	8%
O=C(Nc1ccc(Oc2ccccc2)cc1)O[C@@H]1CO[C@H]2[C@@H]1OC[C@@H]2NC(=S)Nc1cccc2ccccc12	13µM*
CC1=C[C@@H](CN2CCC(C)CC2)[C@H](C(C)C)C[C@H]1Cc1nnc(-c2cccnc2)o1	u
CC1CCC2(CC1)NC(=O)N(CC(=O)Nc1cccc(Cl)c1)C2=O (stereo unspecified)	-10%
CCCNC(=O)CC1Sc2ncccc2N(CCC)C1=O (stereo unspecified)	-13%
CN1C(=O)[C@@H]2C[C@@H](O)CN2C2(CN(Cc3cnc4ccccc4c3)C2)C1=O	-5%[44.1 µM]
CCOC(=O)c1c(C)oc2ncnc(N3CCN(c4cccc(Cl)c4)CC3)c12	2%
O=C(C1CC1)N1CC2CC(C1)[C@H]1CCCC(=O)N1C2 (stereo partly specified)	-1%
COc1cc(NC(=O)C2CCN(S(=O)(=O)c3c(C)noc3/C=C/c3c(C)cc(C)cc3C)CC2)cc(OC)c1	3%
O=C(COc1ccccc1Cl)N(Cc1cccc(F)c1)C1CCS(=O)(=O)C1 (stereo unspecified)	-24%
Cc1cccc(C)c1NC(=O)c1ccc2c(c1)nnn2C1CCCC1	10%
CCCCCC(=O)Nc1ccc([C@H]2OCC(=O)N[C@@H]2CO)cc1	i

Compound activity as filed in PubChem.

These rows are one share of the data. The share of hits here may be higher or lower than overall.
